Bioassay records: PubChem BioAssay, The Scripps Research Institute Molecular Screening Center
LYPLA1 inh = LYPLA1 (human) inhibition in PME1 counter-screen; O75608; recombinant LYPLA1, FP-Rh probe fluorescence polarization; inhibition, % at 5.9 µM; hit rate 0.16% among 320,000; AID 2174;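 active means inhibition above the mean of all tested compounds plus 3 SD, set per campaign, cut at about 14% in these data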;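 further: inhibitors block serine hydrolase probe labeling of LYPLA1 so polarization falls; 0% = enzyme with DMSO and 100% = wells lacking LYPLA1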
Target sequence (O75608 whole entry, looked up): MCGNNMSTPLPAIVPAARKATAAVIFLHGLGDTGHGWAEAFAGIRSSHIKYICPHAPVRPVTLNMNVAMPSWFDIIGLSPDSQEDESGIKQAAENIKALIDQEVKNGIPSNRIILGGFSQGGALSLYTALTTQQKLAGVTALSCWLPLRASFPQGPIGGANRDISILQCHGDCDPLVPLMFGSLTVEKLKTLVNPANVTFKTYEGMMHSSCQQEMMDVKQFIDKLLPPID
PREPL inhibitor = human PREPL enzyme inhibition; recombinant PREPL, fluorescence polarization activity-based probe; AID 2751; inhibition, % at 5.96 µM; hit rate 0.68% among 320,000; in the data active means inhibition above about 43%;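 further: 0% = enzyme with DMSO and 100% = wells lacking enzyme; many of its hits are not listed in these tables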
PAFAH1B2 FP inh = PAFAH1B2 (human) inhibition. hit rate 1.2% among 340,000. inhibition, % at 3.39 µM. recombinant PAFAH1B2, FP-rhodamine activity probe, fluorescence polarization. AID 492953. P68402;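 active means inhibition above the mean of all tested compounds plus 3 SD, cut at about 24% in these data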;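 further: 0% = enzyme with DMSO and 100% = wells lacking PAFAH1B2; many of its hits are not listed in these tables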
PAD4 inh = inhibitors of human PAD4. hit rate 0.41% among 330,000. Q9UM07. inhibition, % at 6.36 µM. recombinant PAD4, RCA probe fluorescence polarization;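 active means percent inhibition above a cutoff equal to the mean of all tested compounds plus 3 SD, cut at about 15% in these data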;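 further: 0% = PAD4 with RCA probe and DMSO and 100% = probe without PAD4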
Target sequence (Q9UM07 whole entry, looked up): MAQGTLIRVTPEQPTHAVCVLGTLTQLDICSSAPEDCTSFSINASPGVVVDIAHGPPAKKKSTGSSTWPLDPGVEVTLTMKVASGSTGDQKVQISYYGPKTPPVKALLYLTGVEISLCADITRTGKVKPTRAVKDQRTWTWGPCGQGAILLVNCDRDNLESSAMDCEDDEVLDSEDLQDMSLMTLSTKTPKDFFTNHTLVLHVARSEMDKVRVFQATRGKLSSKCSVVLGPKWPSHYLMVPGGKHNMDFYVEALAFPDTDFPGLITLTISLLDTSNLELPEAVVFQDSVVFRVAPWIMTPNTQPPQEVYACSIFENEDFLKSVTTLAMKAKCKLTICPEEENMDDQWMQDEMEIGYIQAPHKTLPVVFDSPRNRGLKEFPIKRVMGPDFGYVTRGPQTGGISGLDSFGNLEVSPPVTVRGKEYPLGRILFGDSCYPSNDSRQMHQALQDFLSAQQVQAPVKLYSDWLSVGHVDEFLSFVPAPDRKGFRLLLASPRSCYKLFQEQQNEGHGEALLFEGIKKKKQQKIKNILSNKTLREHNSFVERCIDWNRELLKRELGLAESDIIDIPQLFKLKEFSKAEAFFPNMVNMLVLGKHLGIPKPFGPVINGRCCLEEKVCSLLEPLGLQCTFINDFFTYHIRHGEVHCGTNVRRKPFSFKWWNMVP
GSTO1 inh = counter-screen for RBBP9 inhibitors: inhibitors of human GSTO1 | P78417 | recombinant GSTO1, activity-based probe fluorescence polarization | inhibition, % at 5.96 µM | hit rate 1.1% among 300,000;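 active means inhibition above the campaign mean inhibition plus 3 SD, cut at about 35% in these data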;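 further: 0% = GSTO1-1 with DMSO and 100% = wells lacking GSTO1-1 enzyme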
pPAFAH FP inh = pPAFAH (human) enzyme inhibition; Q13093; recombinant pPAFAH, FP-rhodamine probe fluorescence polarization; inhibition, % at 3.39 µM; hit rate 1.5% among 330,000; AID 463082;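 active means inhibition above the mean inhibition across the screen plus 3 SD, cut at about 25% in these data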;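 further: inhibitors block binding of the rhodamine activity-based probe so polarization drops; 0% = enzyme with DMSO and 100% = wells lacking pPAFAH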
LYPLA2 inh = blocks human lysophospholipase 2, a PME1 counter-screen; hit rate 0.38% among 320,000; O95372; AID 2177; recombinant LYPLA2, FP-Rh probe fluorescence polarization; inhibition, % at 5.9 µM;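 active means inhibition above the screen-wide mean plus 3 SD, limit set per campaign, cut at about 26% in these data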;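 further: 0% = LYPLA2 with DMSO and 100% = wells lacking LYPLA2 enzyme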
PAFAH1B3 inh = inhibitors of human PAFAH1B3 | Q15102 | recombinant PAFAH1B3, FP-rhodamine probe, fluorescence polarization | inhibition, % at 3.39 µM | hit rate 0.28% among 340,000;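 active means inhibition above the screen-wide average of all tested compounds plus 3 SD, cut at about 25% in these data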;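 further: 0% = enzyme with DMSO only and 100% = wells lacking PAFAH1B3 protein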
PME-1 primary = blocks human protein phosphatase methylesterase 1; Q9Y570; recombinant PME-1, FP-Rh probe fluorescence polarization; inhibition, % at 5.9 µM; hit rate 0.53% among 320,000; AID 2130;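 active means inhibition above the campaign mean of all compounds plus 3 SD, cut at about 26% in these data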;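 further: competitive labeling of PME-1 active site by serine hydrolase directed probe; 0% = PME-1 with DMSO and 100% = wells lacking PME-1 enzyme; inhibitors block probe labeling so polarization falls and inhibition rises; many of its hits are not listed in these tables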
Active calls of the source: *; . = not tested or not shown. An excerpt, so the mix of outcomes need not match the whole.

Results follow in this order: LYPLA1 inh, PREPL inhibitor, PAFAH1B2 FP inh, PAD4 inh, GSTO1 inh, pPAFAH FP inh, LYPLA2 inh, PAFAH1B3 inh, PME-1 primary
C=CCC(C)(NCc1ccccc1)c1ccc(C)cc1 (centres undefined)
→ 3, -13, 10, 0, 1, 1, 9, 7, -1
CCOC(=O)CSc1nc2cc(S(=O)(=O)Nc3ccccc3OC)ccc2o1
→ 4, -3, 5, -3, -5, 5, 6, 4, 17
COC(=O)c1c(C)[nH]c(C(=O)C(C)OC(=O)C2CC2C)c1C (centres undefined)
→ 1, -4, 0, 0, ., 5, -1, 0, 0
COc1ccc(N2CCN(CCCNC(=O)c3ccc(CS(=O)(=O)c4ccc(Cl)cc4)o3)CC2)cc1
→ 1, 26, 1, -1, 7, 6, 6, 4, 3
CCCS(=O)(=O)Nc1ccc2cn[nH]c2c1
→ -1, -1, -2, 0, -3, 1, -5, -1, 6
Cn1c2c(c(=O)n(C)c1=O)C(c1ccc(C(F)(F)F)cc1)CC(=O)N2 (centres undefined)
→ -1, 2, -2, -3, 3, 5, 2, 3, -7
Cc1cc(C)cc(OCC(=O)Nc2ccncc2)c1
→ 1, -3, 0, -4, -3, -6, 4, 4, 1
COc1ccc(C(=O)OC(C)CN2CCOCC2)cc1 (centres undefined)
→ 0, -2, 3, 0, 0, 1, 0, 2, -3
Cc1ccc(NC(=O)CN2CCC(NC(=O)Cc3ccccc3)CC2)c(C)c1
→ 2, -6, 0, 5, 4, -2, -4, 4, 5
O=c1[nH]c(=O)n(Cc2ccco2)c2c1C(C(F)(F)F)(C(F)(F)F)N=C(C1CCCCC1)N2
→ -1, -4, 2, -3, 0, -2, 6, -2, 1
Cc1cccc[n+]1CC(=O)/C=C1\N(C)c2ccccc2C1(C)C
→ -20, -33, -5, -50, -11, -5, -32, -14, -37
O=C(Nc1nc(-c2cc(F)ccc2F)cs1)C1=NN(c2ccccc2)C(=O)CC1
→ -7, 12, 8, -6, -4, 9, -9, -5, 3
N#CC(C#N)=Cc1ccc(OC(=O)c2ccccn2)cc1
→ -2, -5, 3, -10, -2, -1, 0, 4, -3
CN(Cc1ccncc1)C1CC(=O)N(c2ccc(Cl)cc2)C1=O (centres undefined)
→ -1, -3, 3, 2, -2, -1, 0, 3, 4
CCCOc1ccc(CN2CCOCC2)cc1OC
→ 3, -9, 7, -1, -8, 5, 1, 1, 2
COc1ccc(OC(=O)c2cnc3n(c2=O)CCS3)cc1
→ 3, 12, 7, 7, -1, -1, -1, 6, 1
COc1ccc(NC(=O)CCC(=O)Nc2ccc3nc(N4CCOCC4)cc(C)c3c2)c(OC)c1
→ 2, 6, 3, 8, -3, 2, 4, 4, 0
Cc1cc(Cl)ccc1OC(C)C(=O)NN=C1CCCCCC1 (centres undefined)
→ 0, -10, 7, -3, 4, 6, -1, -1, -2
O=C(/C=C/c1ccccc1)NC(N1CCOCC1)C(Cl)(Cl)Cl (centres undefined)
→ 2, -10, 8, 0, 11, -4, 1, 4, -2
C/C(=N\NC(=O)c1ccoc1C)c1ccccc1
→ 3, -2, ., 4, -4, 0, 11, ., -6
COc1cc(=O)oc(CCC(C)O)c1C (centres undefined)
→ ., ., 2, -1, ., 6, ., 5, .
C=CCNc1nc(N)c([N+](=O)[O-])c(Nc2cccc(Cl)c2)n1
→ -9, 1, 2, -1, -4, 1, -22, 16, -42
CC(=O)c1c(C)[nH]c(C(=O)COC(=O)c2c(-c3ccccc3)noc2C)c1C
→ ., 0, 10, 2, ., 1, ., 6, .
CCCc1nnc2n1N=C(c1ccc(C)cc1)CS2
→ -2, -3, 3, 3, -6, 4, 1, 7, -2
O=C(O)C1CCCCC1C(=O)NCCCCc1ccccc1 (centres undefined)
→ -1, -9, 8, 3, 15, 7, -2, -4, -5
CCOC(=O)N1CCN(c2ccnc3cc(Cl)ccc23)CC1
→ -3, 8, 11, -1, -1, 2, -4, -2, -5
CC(=O)N1CCOCCOCCN(C(C)=O)CCOCC1
→ 5, -3, 3, -4, -1, 2, 5, 4, -1
CCSc1nc2ccccc2n1CC(=O)OC
→ -1, 0, 4, 1, 14, -1, -2, 5, 1
O=C(Cc1ccccc1)Nc1ccc2oc(-c3cccnc3)nc2c1
→ 0, -20, -2, 2, -19, 1, 0, -2, -2
Cc1ccc(S(=O)(=O)N(C)C)cc1NC(=O)c1ccc2ccccc2n1
→ -1, -8, -1, -3, -5, 0, 4, -8, -3
COCC1CCN(C(=O)c2cc(COc3ccc(F)cc3F)on2)C1 (centres undefined)
→ -3, 13, -2, -4, -1, 7, 5, 1, -1
O=C(/C=C/Nc1ccc(F)cc1Br)c1ccccc1
→ 1, -5, 5, 2, 1, 0, 0, -2, 2
CC(=O)C(C)Oc1ccc(Cc2ncc(C(F)(F)F)cc2Cl)cc1 (centres undefined)
→ 1, 3, 4, -5, -1, -4, -3, 9, -6
CCOC(=O)C1=C(C)NC(=O)NC1c1cc2c(cc1Br)OCO2 (centres undefined)
→ 1, -3, 8, 0, -7, 1, -6, 4, -1
O=C1CCCN1CCCNC(=S)Nc1ccc(F)cc1
→ 2, 1, -3, -4, 6, 5, 5, 0, 4
CCOC(=O)CC1C(=O)NCCN1C(=O)c1ccc(Cl)cc1 (centres undefined)
→ 0, -5, -4, -1, -2, 3, -7, 4, -1
CCNc1nc(Oc2ccc(=O)[nH]n2)nc(SC)n1
→ 4, 1, 3, -1, -3, 5, 1, -6, -6
CCC(/C=N/NC(=O)C1COc2ccccc2O1)CC (centres undefined)
→ -1, 4, 2, -1, 3, 1, 1, 3, 8
Oc1ccccc1/C=N/Nc1nc2ccccc2o1
→ 0, 26, 9, 2, -1, 3, 0, 9, 21
COc1ccc(CC2(C)OC(c3ccc(C)c([N+](=O)[O-])c3)=NN2C(C)=O)cc1 (centres undefined)
→ -1, -53, 5, -3, 3, -1, -5, 1, -1
Cc1ccccc1NC(=O)c1ccc(CN2CCC(Cc3ccccc3)CC2)cc1
→ -4, -20, 4, 3, -1, 1, -2, 9, -1
COc1cccc(-c2nc(N)nc(SC)c2C#N)c1
→ 1, 5, 1, 1, 3, 5, 4, 0, 3
COc1ccc(CCN2C(=O)c3cccc4cccc(c34)C2=O)cc1OC
→ -1, 3, 0, 1, 3, 0, 0, 2, 3
CC(=O)NC12CC3CC(C1)CC(C(=O)OCC(=O)NC(=O)c1cccn1C)(C3)C2
→ 0, 4, 3, -3, -7, 3, 1, 5, -2
COCCN(CCOC)c1nc(-c2ccc([N+](=O)[O-])cc2)nc2ccccc12
→ -2, -6, 5, 4, 2, 2, 2, 5, 0
Cc1ccc(-c2nnc(SCc3ccccc3F)o2)cc1
→ -6, -3, -2, 3, -1, 7, 0, 0, -2
CC(=C\C(=O)O)/C(=C\c1cccc2ccccc12)C(=O)O
→ 1, 16, 2, 3, 5, -2, 1, -1, 2
Cc1ccc(-c2nc3ccc(Cl)cc3c(=O)n2O)cc1
→ 1, 6, -2, -2, 0, 11, -4, -5, 0
CC(C)(C)c1ccc(C(=O)NCCC(=O)N2CCC3(CC2)NCCc2[nH]cnc23)cc1
→ 1, 1, 2, -5, -17, 5, 7, 7, 8
COc1ccc2nc(C)cc(N3CCN(c4ccccc4)CC3)c2c1
→ 3, 40, 4, 0, 8, 4, 7, 8, 1

Later entries:
Results follow in this order: LYPLA1 inh, PREPL inhibitor, PAFAH1B2 FP inh, PAD4 inh, GSTO1 inh, pPAFAH FP inh, LYPLA2 inh, PAFAH1B3 inh, PME-1 primary
CC(=O)NCC(=O)N(C)C(C(=O)Nc1ccc2c(c1)OCCO2)c1ccc(C)cc1 (centres undefined)
→ 3, -5, 4, -2, 6, 1, -3, 7, 3
CCCCc1cc2ccccc2c(OCCN(C)C)n1
→ 2, 8, -3, 5, ., 10, 5, 3, -1
O=C(c1ccccc1)c1cccn1CC(=O)N1CCc2ccccc2C1
→ 2, -40, 10, 1, 8, -1, 6, 15, 2
O=C(CNC(=O)c1ccc2c(c1)OCCO2)N=Nc1c(O)[nH]c2ccccc12
→ 0, -7, 7, -3, 4, 3, 4, 5, -2
Cc1cccc(C)c1NC(=O)CNC(=O)c1ccc2nc[nH]c2c1
→ -2, 5, 7, -2, 10, 8, 2, 3, -2
O=C(c1ccc(Cl)cc1)[C@@H]1[C@@H]2C(=O)N(c3cccc4ccccc34)C(=O)[C@@H]2C2c3ccccc3C=NN21 (some centres undefined)
→ -6, 0, -3, -39, -13, 2, -9, -1, -15
COc1ccc(C(=O)CSc2nc3[nH]ncc3c(=O)[nH]2)cc1
→ -1, -6, 2, 2, 1, -4, -2, 5, -6
CCn1c(SCC(N)=O)nc2c1c(=O)n(C)c(=O)n2C
→ 0, 6, 2, 4, -3, -3, -1, -1, 0
CC(=O)Nc1cccc(Nc2nc(-c3ccccc3F)nc3ccccc23)c1
→ -15, 1, 1, -1, -14, -8, -9, -6, -8
CC(C)(C)c1cc[n+](-c2[nH]c(=O)sc2/C=N/NC(=O)c2ccccc2[O-])cc1
→ -4, 12, 6, -3, 15, 8, -4, 15, -2
Cc1ccc(Nc2cc(C)nc3c(C)cccc23)cc1
→ 4, 31, -4, 1, 7, 6, 8, 4, 2
COc1ccc(C)cc1NC(=O)c1ccc(NS(=O)(=O)c2c(C)noc2C)cc1
→ 0, -9, 0, 2, 7, 15, 10, 6, 3
Cc1ccccc1CSc1nnc(Cn2c(=O)sc3ccccc32)n1C
→ 2, -1, -2, -1, 0, 3, 0, 3, 2
CCOC(=O)c1c(C)[nH]c(C)c1S(=O)(=O)N(C)CC(=O)N(C)Cc1ccccc1
→ -5, 13, 2, -2, -1, 2, -2, 8, -4
CCSc1ccccc1C(=O)Nc1ccc2c(c1)OCO2
→ -4, 8, -1, -1, 16, -3, -1, 1, -2
